# Compound activity: PubChem BioAssay, several laboratories
# Rac1 act GTP bind: GTP binding modulators of activated mutant Rac1, primary screen, biochemical, bead-based flow cytometry, multiplex, fluorescent GTP | Ras-related C3 botulinum toxin substrate 1 (Homo sapiens), P63000 | GST-Rac1 activated beads; actives lie on both sides; 100% means binding = to untreated wells | percent activity (GTP binding), % at 10 µM | 0.11% of 190,000 active | AID 764, 2007;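 active = GTP binding at least 20 percentage points away from the 100% baseline, in either direction, so actives lie on both sides; inconclusive = Compound likely fluorescent itself, or too few beads counted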
# HRas wt GTP bind: modulators of GTP binding to HRas wildtype, primary screen, biochemical, bead-based flow cytometry, multiplex; GTPase HRas (Homo sapiens), P01112; GST-Ras wt beads, Bodipy-FL-GTP binding; actives lie on both sides; GTP binding activity, % at 10 µM; 0.14% of 190,000 active; AID 759, 2007;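 active = GTP binding activity at least 20% away from the 100% baseline, either lowered as inhibitor or raised as activator; inconclusive = flagged as likely green fluorescent, judged across all proteins in the well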;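 also: 0% = unlabeled GTP competition control and 100% = no-compound control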
# Target sequence (P01112 whole entry, looked up): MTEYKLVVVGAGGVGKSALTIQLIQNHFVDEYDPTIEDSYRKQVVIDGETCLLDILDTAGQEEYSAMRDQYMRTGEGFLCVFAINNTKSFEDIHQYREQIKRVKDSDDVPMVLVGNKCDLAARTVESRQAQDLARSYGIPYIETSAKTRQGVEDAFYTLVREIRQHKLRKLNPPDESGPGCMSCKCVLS
# Pf gamet viab: late stage P. falciparum gametocyte viability inhibitors, primary screen, ATP luminescence, HTS | P. falciparum stage V gametocytes, 24 h | inhibition, % at 10.9 µM | 0.065% of 150,000 active | AID 743093, 2013;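 active = inhibition above the mean plus 3 SD of compounds within the control limits, set per campaign, cut at about 38% in these data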;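 also: 0% = DMSO wells and 100% = medium only without gametocytes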
# Bim-Mcl-1: inhibitors of Bim peptide binding to Mcl-1, primary screen, biochemical, bead-based flow cytometry, multiplex; Induced myeloid leukemia cell differentiation protein Mcl-1 (Homo sapiens), Q07820; Bim peptide-Mcl-1 binding; inhibition, % at 10 µM; 0.1% of 190,000 active; in the data active = inhibition above about 40%;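 also: 0% = no compound tracer wells and 100% = peptide blocker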
# Target sequence (Q07820 whole entry, looked up): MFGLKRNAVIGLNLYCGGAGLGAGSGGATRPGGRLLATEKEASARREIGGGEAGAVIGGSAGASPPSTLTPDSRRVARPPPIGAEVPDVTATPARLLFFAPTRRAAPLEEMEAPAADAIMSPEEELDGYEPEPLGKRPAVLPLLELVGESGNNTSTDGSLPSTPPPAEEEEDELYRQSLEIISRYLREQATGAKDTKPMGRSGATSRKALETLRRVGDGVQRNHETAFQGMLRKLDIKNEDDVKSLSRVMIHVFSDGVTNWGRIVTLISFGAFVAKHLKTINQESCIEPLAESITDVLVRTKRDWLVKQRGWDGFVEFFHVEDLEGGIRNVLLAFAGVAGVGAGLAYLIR
# Mcl1 Bid PPI: Mcl-1/Bid binding inhibitors, primary screen, biochemical, TR-FRET, 1536-well. Induced myeloid leukemia cell differentiation protein Mcl-1 (Homo sapiens), Q07820. TR-FRET Mcl-1/Bid-Dy647 peptide binding. inhibition, % at 21.7 µM. 0.97% of 220,000 active;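 active = compounds that cut the binding signal by more than half at the single screening dose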;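 also: His-tagged Mcl-1 with europium anti-His antibody binding Bid BH3 peptide; 0% = Mcl-1 plus peptide wells and 100% = peptide-only wells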
# Rac1 wt modul: wildtype Rac1 GTP binding modulators, primary screen, biochemical, GST-Rac1 beads, flow cytometry, multiplex. Ras-related C3 botulinum toxin substrate 1 (Homo sapiens), P63000. fluorescent GTP binding; actives lie on both sides; 0 = cold GTP competed, 100 = untreated. GTP binding activity (% of control), % at 10 µM. 0.27% of 190,000 active. AID 757, 2007;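 active = GTP binding activity at least 20 points away from the 100% control level, either lower or higher; inconclusive = compound flagged as likely green fluorescent, judged across all proteins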
# Avidin bead fluor: green autofluorescence of compounds with avidin beads – biophysical, 488/530 nm, flow cytometry, artefact control, profiling panel; compound fluorescence 488/530 nm; active compounds read high; fluorescence (KMESF) at 10 µM; 0.38% of 220,000 active; AID 1775, 2009; in the data active = fluorescence above about 47; also: inactives centre near 10
# Rab2 wt GTP: modulators of GTP binding to Rab2A wildtype, primary screen, biochemical, dog, bead-based flow cytometry, multiplex | Ras-related protein Rab-2A (Canis lupus familiaris), P61105 | GST-Rab2 wt beads, Bodipy-GTP binding | GTP binding activity, % at 10 µM | 0.19% of 190,000 active;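 active = GTP binding activity at least 20 points away from 100%, either lowered or raised; inconclusive = signal likely due to the compound's own green fluorescence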;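 also: 0% = beads with excess unlabeled GTP and 100% = no-compound control corrected for plate trend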
# Mcl1 Noxa PPI: Mcl-1/Noxa binding inhibitors, primary screen, biochemical, TR-FRET, 1536-well; TR-FRET Mcl-1/Noxa peptide binding, 2 h; inhibition, % at 21.7 µM; 1.5% of 220,000 active; AID 1022, 2008;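 active = compounds that cut the protein-peptide binding signal by more than 50% relative to plate controls in a single-dose test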;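 also: His-tagged Mcl-1 with rhodamine Noxa BH3 peptide and terbium anti-His antibody; 0% = Mcl-1 plus Noxa peptide wells and 100% = peptide-only wells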
# Cdc42 wt GTP: modulators of GTP binding to wildtype Cdc42, primary screen, biochemical, multiplex bead flow cytometry, Bodipy-GTP | GST-Cdc42 beads; actives lie on both sides | percent activity (GTP binding), % at 10 µM | 0.2% of 190,000 active;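 active = percent activity GTP binding at least 20 points away from the 100% baseline, either down as inhibitor or up as activator; inconclusive = compound flagged as likely green fluorescent from well-wide comparison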;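 also: median bead fluorescence of bound Bodipy-FL-GTP at 100 nM; 0% = excess unlabeled GTP control and 100% = no compound control; below 100% means less GTP binding so inhibitor and above means activator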
# Target sequence (P60953 whole entry, looked up): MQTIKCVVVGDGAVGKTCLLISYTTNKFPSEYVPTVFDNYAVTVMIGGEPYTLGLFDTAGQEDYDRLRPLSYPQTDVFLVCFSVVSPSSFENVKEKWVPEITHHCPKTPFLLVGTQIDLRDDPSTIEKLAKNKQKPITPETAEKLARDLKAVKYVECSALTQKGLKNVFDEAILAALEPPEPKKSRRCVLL
# Rab7 wt GTP bind: modulators of GTP binding to Rab7, primary screen, biochemical, wildtype, multiplex bead flow cytometry; GST-Rab7 beads, fluorescent GTP binding; actives lie on both sides; untreated = 100%, excess cold GTP = 0%; GTP binding activity (percent of control), % at 10 µM; 0.055% of 190,000 active; Rab7 GTPase wild type (dog), Bodipy-FL-GTP binding;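 active = fluorescent GTP binding to Rab7 beads changed by at least 20 points from the 100% baseline, either direction, mostly lower; inconclusive = compound itself probably fluorescent, or too few beads counted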;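 also: median green fluorescence of bound Bodipy-FL-GTP per Rab7 bead population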
# * marks the source's active call; other numbers are inactive results; ? = inconclusive; / = not tested or not shown. Compounds as they come; any-hit rate near 2.7%.
SMILES	Mcl1 Noxa PPI	Pf gamet viab	Bim-Mcl-1	Rab7 wt GTP bind	Cdc42 wt GTP	HRas wt GTP bind	Mcl1 Bid PPI	Rab2 wt GTP	Rac1 act GTP bind	Rac1 wt modul	Avidin bead fluor
CN(CCCNC(=O)c1ccc(/C=N/O)nc1)CCCN(C)Cc1ccccc1	-4.1	-18.4	2.0	98.0	100.0	99.0	-15.9	99.0	98.0	99.0	12
O=C(NCc1cccc(Cl)c1)c1ccco1	-6.5	/	-1.0	99.0	102.0	101.0	-9.1	101.0	98.0	103.0	6
CCOc1ncccc1C(=O)OCC(=O)Nc1ccc(-c2nc3ccc(C)cc3s2)cc1	14.8	5.8	-4.0	99.0	102.0	100.0	-6.4	100.0	99.0	104.0	11
CC(C)COC(=O)C(N)C(C(=O)OCC(C)C)c1ccccc1 (configuration not stated)	13.7	/	-3.0	98.0	97.0	98.0	19.1	98.0	96.0	96.0	8
Cc1c(Cl)cccc1NC(=S)N=Nc1c(O)n(CN2CCOCC2)c2ccccc12	-65.2	/	-1.0	101.0	99.0	99.0	-53.4	97.0	95.0	100.0	4
CCc1cccc(C)c1NC(=O)Nc1ccc2c(c1)OCO2	-0.1	3.5	-3.0	94.0	99.0	96.0	-41.8	96.0	98.0	98.0	6
Cc1ccc(S(=O)(=O)c2nc(S(C)(=O)=O)sc2NCC2CCCO2)cc1 (configuration not stated)	13.2	/	0.0	99.0	104.0	101.0	-9.8	99.0	99.0	103.0	16
COC(=O)C1=C(NC(=O)c2ccc(Br)cc2)CCS1	-9.4	/	0.0	99.0	96.0	99.0	-44.9	97.0	95.0	101.0	7
O=C(NNc1ncc(C(F)(F)F)cc1Cl)c1c(Cl)cccc1Cl	-37.4	-2.1	0.0	102.0	101.0	100.0	-87.1	98.0	98.0	103.0	16
COCc1cc(C)nc2sc(C(=O)NCCO)c(-n3cccc3)c12	0.5	5.8	3.0	95.0	100.0	97.0	-28.6	99.0	95.0	102.0	10
COC(=O)c1cc2c(ccn2C)n1C	11.1	/	1.0	97.0	97.0	97.0	-56.9	98.0	97.0	99.0	11
Cc1cc(NC(=O)CN2C(=O)C3CC=CCC3C2=O)no1 (configuration not stated)	-7.8	/	-3.0	100.0	105.0	101.0	-4.9	99.0	98.0	103.0	9
O=C(NCc1ccc(Cl)cc1)c1ccccc1Oc1ccccc1	-15.9	/	0.0	104.0	104.0	103.0	19.2	103.0	99.0	105.0	13
CCn1cc(Cl)c(C(=O)Nc2ccc3c(c2)OCCO3)n1	10.3	8.3	-1.0	109.0	102.0	99.0	-12.1	103.0	98.0	103.0	11
COc1ccc(/C(C)=N/NC(=O)c2ccc(CSc3cccc4cccnc34)cc2)cc1OC	8.7	/	-1.0	99.0	105.0	103.0	6.5	102.0	101.0	107.0	35
C=CCNc1nc(C2(C)CC3(CC(C)(C)OC3=O)C(=O)O2)cs1 (configuration not stated)	17.1	/	-5.0	104.0	103.0	102.0	5.6	100.0	100.0	104.0	37
Cc1cc(NC(=O)COC(=O)c2oc3c(Cl)cccc3c2C)no1	-9.6	/	0.0	99.0	105.0	99.0	7.4	98.0	99.0	104.0	11
CCOC(=O)C1CCN(CCC(=O)Nc2cccc(Cl)c2)CC1	-9.0	/	1.0	?	?	?	-18.1	?	?	?	6
Cn1c(C2=C(O)CN(c3ccccc3)C2=N)nc2ccccc21	6.4	-3.7	0.0	95.0	94.0	94.0	-2.6	95.0	95.0	98.0	9
CCc1nnc(NC(=O)CCC(=O)N2CCN(C3c4ccccc4-c4ccccc43)CC2)s1	1.0	-1.4	-4.0	99.0	104.0	103.0	-21.4	99.0	100.0	107.0	10
O=C(NCCCN1CCOCC1)c1ccc(Br)s1	12.7	/	-1.0	96.0	101.0	97.0	-24.6	99.0	98.0	102.0	5
COc1ccccc1-c1nc(C#N)c(N2CCc3ccccc3C2)o1	7.7	/	0.0	97.0	99.0	98.0	13.4	96.0	97.0	100.0	9
O=C(NCc1ccc2c(c1)OCO2)c1ccc(S(=O)(=O)N2CCOCC2)cc1	15.9	-8.8	-1.0	107.0	100.0	102.0	-2.7	101.0	96.0	99.0	11
COc1ccc(Cl)cc1NC(=O)CN(C)CC(=O)Nc1ccc(C)cc1Br	4.6	-15.7	-2.0	98.0	97.0	99.0	-4.9	97.0	98.0	100.0	10
O=C(N/N=C/c1ccc(N2CCCCC2)o1)c1ccccc1[N+](=O)[O-]	31.4	19.8	0.0	97.0	96.0	98.0	-1.3	98.0	98.0	100.0	8
O=C(NC1CCN(Cc2ccccc2)CC1)c1cncc(Br)c1	3.7	/	0.0	91.0	98.0	90.0	7.1	93.0	95.0	96.0	19
O=c1oc2cc(Oc3c([N+](=O)[O-])cc(C(F)(F)F)cc3[N+](=O)[O-])ccc2c2c1CCCC2	23.7	/	0.0	97.0	97.0	97.0	-41.1	95.0	86.0	98.0	3
COc1ccc(N(C(=O)CSCC(=O)Nc2cc(C)on2)C(C(=O)NC2CCCCC2)c2ccc(O)c(O)c2)cc1 (configuration not stated)	7.3	-4.2	-7.0	97.0	98.0	101.0	-55.3	99.0	99.0	103.0	10
Cc1ccccc1NS(=O)(=O)c1ccc(NC(=O)CSCc2ccc(Br)cc2)cc1	18.6	/	-2.0	101.0	97.0	99.0	8.3	99.0	96.0	98.0	8
CCc1nnc(N/N=C/c2ccc(-c3ccc([N+](=O)[O-])cc3)o2)n1N	-0.7	20.5	1.0	97.0	99.0	99.0	6.1	99.0	98.0	98.0	6

# Following part
SMILES	Mcl1 Noxa PPI	Pf gamet viab	Bim-Mcl-1	Rab7 wt GTP bind	Cdc42 wt GTP	HRas wt GTP bind	Mcl1 Bid PPI	Rab2 wt GTP	Rac1 act GTP bind	Rac1 wt modul	Avidin bead fluor
COc1ccc(-c2[nH]n(-c3ccc([N+](=O)[O-])cc3)c(=O)c2C=NCCN2CCNCC2)cc1	19.7	/	-2.0	100.0	96.0	95.0	-21.8	94.0	93.0	99.0	22
CCC(=O)c1ccc(OCCn2cnc3ccccc32)cc1	10.2	-3.4	-1.0	104.0	98.0	96.0	-6.4	100.0	98.0	100.0	13
CC(C)(C)c1ccc(-c2c(C#N)c(N)nc3c2CCCC3)s1	8.4	/	2.0	100.0	103.0	102.0	-9.2	105.0	101.0	100.0	16
O=C(COC(=O)/C=C/c1ccc(Cl)cc1)Nc1ccc2c(c1)OCCO2	1.3	2.0	-1.0	87.0	83.0	81.0	-7.4	76.0*	78.0*	79.0*	14
Cc1c(Cl)c([N+](=O)[O-])nn1CCCC(=O)Nc1c(C)n(C)n(-c2ccccc2)c1=O	-42.5	16.9	0.0	96.0	94.0	97.0	-17.1	98.0	94.0	97.0	6
O=C(O)Cc1ccc(NC(=O)CCN2C(=O)c3ccc([N+](=O)[O-])cc3C2=O)cc1	12.2	7.1	1.0	93.0	93.0	93.0	-2.4	95.0	96.0	95.0	15
Cc1nnc(Sc2cc(NCCCO)c([N+](=O)[O-])c3nonc23)s1	78.8*	-1.4	-3.0	99.0	90.0	93.0	-79.3	93.0	90.0	91.0	7
CC(=O)Nc1ccc(S(=O)(=O)NCC2CCC(C(=O)NC3CCCCCC3)CC2)cc1 (configuration not stated)	-13.3	15.5	-1.0	100.0	104.0	104.0	5.9	100.0	100.0	104.0	13
CCCCCCC(=O)NNC(=O)c1c(O)c2ccccc2n(CC)c1=O	-32.8	-8.9	0.0	95.0	95.0	92.0	-9.4	95.0	92.0	97.0	9
CC(C)C(=O)Nc1cccc(NC(=O)c2cccc(F)c2)c1	-14.0	-2.1	1.0	102.0	98.0	99.0	-10.0	98.0	96.0	98.0	12
CCOC(=O)COn1c2c(c3c4no[n+]([O-])c4ccc31)CCCC2	15.1	/	-4.0	99.0	100.0	99.0	-13.9	99.0	96.0	102.0	21
Cc1nc[nH]c(=O)c1Br	2.8	-43.8	-7.0	102.0	102.0	98.0	-5.3	98.0	99.0	103.0	4
Cc1c(-c2ccccc2)nc2ccccc2c1C(=O)Oc1ccc([N+](=O)[O-])cc1	15.1	-2.6	0.0	99.0	101.0	100.0	1.1	101.0	101.0	101.0	6
COc1ccc(N2C(=O)CCC(C(=O)N3CCOCC3)C2c2ccc(F)cc2)cc1 (configuration not stated)	5.9	6.9	-2.0	97.0	101.0	99.0	5.0	96.0	97.0	99.0	11
O=S1(=O)C=C(Sc2nc3cc(Cl)ccc3o2)c2ccccc21	15.5	/	-2.0	98.0	96.0	97.0	-34.0	96.0	95.0	100.0	33
CN(C)S(=O)(=O)c1ccc(N2CCCC2)c(C(=O)NC(c2ccccc2)c2ccccc2)c1	2.3	-15.7	3.0	99.0	101.0	100.0	-23.6	98.0	98.0	101.0	7
Fc1ccc2nc3[nH]c4ccccc4c3nc2c1	-0.7	1.7	1.0	103.0	103.0	103.0	-10.1	99.0	99.0	103.0	36
C=CCn1c(C(CCCC)CC(O)COCC(C)C)n[nH]c1=S (configuration not stated)	-6.8	/	-2.0	106.0	98.0	99.0	-51.4	99.0	98.0	97.0	9
COc1cc(/C=C(\NC(C)=O)C(=O)Nc2cccc(O)c2)ccc1OC(C)=O	-1.7	/	-5.0	93.0	100.0	98.0	-22.2	100.0	100.0	101.0	15
COc1cnc(-c2ccccn2)nc1Sc1c(Cl)cccc1Cl	-28.7	-6.8	1.0	96.0	101.0	101.0	-5.3	99.0	100.0	104.0	22
COc1ccc(-n2nnnc2SCC(=O)NCCc2ccccc2)cc1OC	1.6	10.1	0.0	99.0	93.0	96.0	-24.6	94.0	93.0	92.0	9
CCCCCOC(=O)c1ccc(OC(=O)c2cncc(Br)c2)cc1	-21.9	/	0.0	98.0	97.0	97.0	-16.0	95.0	94.0	98.0	33
Cc1sc(NC(=O)CSC2=NCCS2)nc1-c1ccccc1	11.3	/	3.0	92.0	103.0	99.0	1.6	97.0	97.0	104.0	17
COC(=O)c1c(NC(=O)Cc2cccs2)sc(C)c1C	-8.4	/	0.0	97.0	93.0	96.0	-10.5	96.0	95.0	98.0	23
